# Mdm2 MdmX PPI = human Mdm2/MdmX binding inhibition. SaOS-2 split-luciferase Mdm2/MdmX complementation, luminescence. O15151+Q00987. AID 485346. inhibition, % at 8 µM. 3% of 330,000 active;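 active means inhibition of at least 50% at 8 µM in the primary screen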
# Target sequence (O15151 whole entry, looked up): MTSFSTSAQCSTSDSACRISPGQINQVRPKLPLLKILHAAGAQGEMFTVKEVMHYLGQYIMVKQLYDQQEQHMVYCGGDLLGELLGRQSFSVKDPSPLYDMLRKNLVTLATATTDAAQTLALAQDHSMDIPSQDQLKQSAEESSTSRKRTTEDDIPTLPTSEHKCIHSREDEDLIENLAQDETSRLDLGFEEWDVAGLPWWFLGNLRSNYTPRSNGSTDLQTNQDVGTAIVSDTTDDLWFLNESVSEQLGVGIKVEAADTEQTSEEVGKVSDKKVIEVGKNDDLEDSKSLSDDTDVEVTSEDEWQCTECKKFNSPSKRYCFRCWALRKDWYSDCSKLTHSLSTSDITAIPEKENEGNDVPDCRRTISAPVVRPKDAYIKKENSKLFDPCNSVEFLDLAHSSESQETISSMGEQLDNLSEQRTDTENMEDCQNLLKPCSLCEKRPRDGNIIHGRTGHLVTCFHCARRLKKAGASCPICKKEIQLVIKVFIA
# Target sequence (Q00987 whole entry, looked up): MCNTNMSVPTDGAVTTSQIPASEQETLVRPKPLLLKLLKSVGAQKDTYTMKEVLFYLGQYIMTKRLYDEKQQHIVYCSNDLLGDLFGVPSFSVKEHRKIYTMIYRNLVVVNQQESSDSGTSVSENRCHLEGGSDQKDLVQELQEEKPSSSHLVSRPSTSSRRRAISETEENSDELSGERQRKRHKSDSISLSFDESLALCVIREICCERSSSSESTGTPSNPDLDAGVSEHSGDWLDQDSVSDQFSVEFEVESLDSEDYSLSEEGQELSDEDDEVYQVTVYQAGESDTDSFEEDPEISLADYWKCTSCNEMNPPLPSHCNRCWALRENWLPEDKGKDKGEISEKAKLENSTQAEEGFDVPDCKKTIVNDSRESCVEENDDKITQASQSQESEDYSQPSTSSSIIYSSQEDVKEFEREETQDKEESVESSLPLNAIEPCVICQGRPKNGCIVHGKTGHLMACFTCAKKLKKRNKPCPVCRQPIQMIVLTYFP
# tim23-1 inh = growth inhibitors of tim23-1 mutant yeast | inhibition, % at 20 µM | S. cerevisiae tim23-1 growth, BacTiter-Glo luminescence, 24 h | 1.3% of 330,000 active;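 active means growth inhibition of the mutant yeast at or above 50%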;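 further: temperature-sensitive mutant grown at 25 °C; plate controls were DMSO-treated mutant yeast for no effect and medium wells lacking yeast for full effect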
# APJ antagonist = APJ receptor antagonism; inhibition, % at 20 µM; 0.32% of 330,000 active; CHO-K1 APJ beta-arrestin complementation, luminescence; P35414; AID 2521;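 active means inhibition above about 40% at 20 µM, limit read from the data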;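 further: cells challenged with 10 nM apelin-13 agonist together with compound; plate controls were apelin-13 plus DMSO wells for no effect and DMSO wells lacking apelin-13 for full effect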
# TIM10 inh = TIM10 yeast growth inhibition; S. cerevisiae TIM10 strain growth, BacTiter-Glo luminescence, 24 h; 1.4% of 330,000 active; inhibition, % at 10 µM;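 active means inhibition of 40% or more at the single tested concentration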;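 further: wild-type TIM10 isogenic control strain grown at permissive 25 °C; 0% = DMSO yeast wells and 100% = minimal medium wells without yeast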
# tim10-1 inh = inhibits growth of tim10-1 mutant yeast | S. cerevisiae tim10-1 ts strain growth, BacTiter-Glo, 24 h | inhibition, % at 20 µM | 2.2% of 330,000 active | AID 463190;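 active means inhibition of at least 40%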;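 further: mutant grown at 25 °C; 0% = DMSO wells with yeast and 100% = wells holding no yeast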
# UPR CHOP act = activators of apoptotic arm of unfolded protein response (CHOP); CHO-CHOP luciferase reporter, UPR activation, luminescence; percent of tunicamycin response over DMSO baseline; activation, % at 10 µM; 0.34% of 330,000 active; AID 449763;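 active means at 10 µM dose, activation of 40% or more, normalized to positive control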;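 further: 100% = tunicamycin at 10 µg/mL and 0% = DMSO alone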
#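 System: CHO CHOP reporter cells. Amount: 500 cells per well. Buffer or medium: F12 medium, 10% FBS. Compound dosing: one dose, 10 µM in 0.5% DMSO. Incubation: 6 h compound exposure at 37 °C after overnight seeding. Technique: Steady-Glo luciferase luminescence. Benchmarks: tunicamycin and DMSO controls.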
# UPR XBP1 act = activators of adaptive arm of unfolded protein response (XBP1); CHO-XBP1 luciferase reporter, IRE1-XBP1 UPR activation, luminescence; percent of tunicamycin response, DMSO as zero; activation, % at 20 µM; 0.33% of 330,000 active; AID 463104;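 active means versus positive control, 20 µM dose yields 30% or more activation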;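 further: 100% = tunicamycin at 10 µg/mL and 0% = DMSO only wells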
#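 Signal: luciferase luminescence; Assay system: CHO-XBP1 luciferase reporter cells; Amount: one thousand reporter cells per well; Dosing: 20 µM single concentration, DMSO 1%; Benchmarks: high control tunicamycin 10 µg/mL final, low control DMSO vehicle only; Schedule: 6 h compound exposure at 37 °C, 5% CO2; Evaluation: percent activation relative to tunicamycin reference.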
# CXCR6 block = blocks human CXCR6 beta-arrestin recruitment; AID 602244; CHO-K1 PathHunter CXCR6 beta-arrestin, luminescence; inhibition, % at 20 µM; 0.36% of 360,000 active; in the data active means inhibition above about 34%, passing the limit was not always enough;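 further: antagonist mode with CXCL16 agonist at 10 nM final; 0% = 10 nM CXCL16 with DMSO and 100% = unstimulated wells without agonist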
# APJ agonist = agonists of human APJ apelin receptor. P35414. CHO-K1 APJ PathHunter beta-arrestin, luminescence; 0% DMSO wells, 100% apelin. activation, % at 20 µM. 0.11% of 330,000 active. AID 2520;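 active means activation more than six SD over the plate average, tested at 20 µM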;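 further: 0% = DMSO alone and 100% = apelin-13 at 10 nM; some results filed as inactive read as strong as hits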
#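 Assay system: CHO-K1 cells stably expressing ProLink-tagged human APJ and arrestin–beta-gal acceptor. Compound dosing: 20 µM single point, 1% DMSO. Times: 16-18 h seeding, 90 min dark compound exposure, 60 min detection. Detection: beta-gal luminescence. Evaluation: APJ–arrestin association signal. Controls: negative DMSO alone, positive Apelin-13 at 10 nM.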
# * marks the source's active call; other numbers are inactive results.
# Under each structure: Mdm2 MdmX PPI, tim23-1 inh, APJ antagonist, TIM10 inh, tim10-1 inh, UPR CHOP act, UPR XBP1 act, CXCR6 block, APJ agonist
- CCN(CC)CCn1cnc2c1c(=O)n(CCOC(=O)c1cc(OC)c(OC)c(OC)c1)c(=O)n2C
  11.6, 9.8, 1.0, -7.7, -4.6, 1.0, -3.6, -9.2, 3.3
- Cc1nnc(SCc2nc3sc(C(=O)O)c(C)c3c(=O)[nH]2)s1
  0.1, 26.2, -2.7, -3.8, 6.1, -1.3, 0.7, 2.2, 7.9
- O=[N+]([O-])c1ccccc1CN1CCN(S(=O)(=O)Cc2ccccc2)CC1
  18.8, 5.2, -11.0, -15.8, 4.5, 1.2, 0.3, -0.9, 3.0
- CN(CC(=O)Nc1ccc(N2CCOCC2)cc1)C(=O)CSc1ccccc1F
  0.8, -8.5, -10.0, 4.8, -5.0, 0.9, -3.4, -5.8, -1.5
- COC(=O)C1(C)NC(c2ccc(O)cc2)C2C(=O)N(c3ccc(F)cc3)C(=O)C21 (configuration not stated)
  -3.7, 15.5, 1.9, 10.0, 18.2, -0.1, -1.8, 6.6, -1.4
- c1ccc(CN2CCOCCOCCOCCOCCOCCOCC2)cc1
  3.4, 9.6, -3.1, 1.4, 11.0, -2.0, -3.7, 5.6, -3.9
- CCOC(=O)C1=C(C)NC(C)=C(C(=O)OCCNC(=O)c2cccnc2)C1c1cccc([N+](=O)[O-])c1 (configuration not stated)
  1.5, -0.2, -9.9, 4.6, 9.6, 0.7, -0.1, 10.3, -2.1
- CN(C)CCN1C(=O)c2oc3ccc(Cl)cc3c(=O)c2C1c1cccc(Br)c1 (configuration not stated)
  26.9, 4.9, -3.3, 24.3, 15.1, -0.5, -1.0, 1.4, 0.5
- O=C(O)CCc1nnc(SCC(=O)Nc2cccc(C(F)(F)F)c2)[nH]c1=O
  -9.0, -2.5, 2.1, 7.7, 10.8, 0.2, 1.7, -4.5, -1.5
- CC(=O)c1cn(-c2ccc(Cl)cc2)c(=O)n(Cc2ccc(Br)cc2)c1=O
  14.0, 9.2, 5.6, -18.9, 8.2, 0.9, 22.4, -0.1, 7.9
- CCNc1nc(NCC)n2c(SCC(=O)Nc3c(C)cccc3C)nnc2n1
  -3.4, 1.4, -66.3, 5.8, 5.0, 2.1, -2.7, -4.3, -3.3
- CC(=O)c1ccc(NC(=O)C2CC2c2ccccc2)cc1 (configuration not stated)
  23.3, 14.1, 10.9, 38.9, 15.5, 0.4, -4.6, -0.2, 2.0
- O=C(CCc1nnc(C2CCCCC2)o1)NCc1cccc(-n2cccn2)c1
  18.7, 10.7, -2.1, -2.3, 17.1, 5.2, 0.9, 0.1, -3.3
- COc1ccc(C(=O)NC(=O)NC2(C(Cl)(Cl)Cl)OCCO2)cc1
  -140.2, -1.2, 8.7, 7.7, 9.7, 0.8, -3.1, 3.3, -3.6
- O=C(NCC1CCCCC1)c1ccc(F)cc1Cl
  -17.4, -7.1, 4.8, 2.7, -14.8, 3.7, 0.1, -3.3, -3.9
- CCCCCCCC(=O)Nc1cc(C(=O)NCCC)ccc1N1CCC2(CC1)CC(c1cccc(Br)c1)=NO2
  19.7, -4.4, 7.9, 1.8, 1.5, 2.4, -3.6, 11.6, -7.8
- CC(=O)c1cccc(NC(=O)N2CCc3ccccc3C2)c1
  -47.0, 1.5, -1.0, 20.0, 9.8, 8.9, 5.3, -14.2, -1.5
- COc1ccc(OC)c(NC(=O)c2cc3c(Cl)nc4ccccc4c3s2)c1
  52.8*, -1.6, 2.1, -5.6, -8.4, 0.7, 9.7, -0.2, 1.3
- COc1ccc(C(=O)NNC(=S)NC(=O)c2ccc(OC)cc2)cc1
  8.3, 21.5, -0.3, 8.5, -12.5, -1.0, -2.6, 20.1, -2.7
- O=C(Cc1ccc(F)cc1)Nc1cccc(S(=O)(=O)N2CCCC2)c1
  33.9, 5.4, 13.1, 0.1, 10.4, -1.1, -1.6, -2.0, -1.8
- CCOc1cc(C(C(=O)NCC2CCCO2)N(C(=O)Cn2nnc3ccccc32)c2ccccc2C)ccc1O (configuration not stated)
  24.1, 11.9, 0.6, -8.1, 8.3, -0.7, -0.4, 0.2, -3.0
- CCOC(=O)N1CCC(NC(=O)c2cc(S(=O)(=O)N(CC)CC)ccc2F)CC1
  3.8, 2.8, 10.7, -8.9, -0.9, -0.9, -4.2, -9.4, 0.8
- Cc1occc1C(=O)Nc1cccc(C(=O)NCc2ccccc2)c1
  -6.7, 22.9, -1.8, 27.2, 18.7, 1.8, 0.4, -2.1, 6.0
- Cc1ccc(S(=O)(=O)N2c3ccccc3NC(=O)C2CC(=O)Nc2ccccc2)cc1 (configuration not stated)
  1.8, 0.1, 10.1, 2.5, 23.0, 0.5, 0.0, -0.4, -4.2
- CC(Sc1nnc(N)s1)C(=O)Nc1nccs1 (configuration not stated)
  13.7, -0.8, 1.1, -9.6, -23.6, 1.2, -3.9, -7.5, -6.5
- COc1cc(OC)cc(C(=O)Nc2ccc3nc4n(c(=O)c3c2)CCCC4)c1
  15.7, 14.7, 5.7, 9.6, -29.1, 3.8, 3.8, -6.6, -0.4
- O=c1c2sccc2nc(SCc2cc(=O)n3cc(Br)ccc3n2)n1Cc1ccccn1
  -36.7, 14.9, 22.1, 30.8, 16.4, 2.1, 4.9, 18.3, 0.3
- CC1(C)NC(=O)N(CC(=O)NNC(=O)c2ccccc2F)C1=O
  -16.9, 3.6, 13.6, 6.5, 2.0, 1.2, 0.8, -5.0, -4.8
- Cc1ccc(S(=O)(=O)Cc2nc3ccccc3c(=O)[nH]2)cc1
  0.5, 15.1, 23.7, 13.5, 14.7, -0.6, 8.9, -3.5, -2.5
- Nc1nc(Nc2ccc(Cl)cc2)nc(NCc2ccco2)c1[N+](=O)[O-]
  -30.0, 41.5, 10.9, 22.4, 13.7, 8.7, 20.1, 6.6, -4.4
- COc1cc(NC(=O)CSCc2ccccc2)c(C(=O)O)cc1OC
  -9.0, -3.8, -29.1, 2.8, 3.3, -2.9, -4.8, 0.8, 2.0
- O=C(CCCC(=O)OCC(Cl)=C(Cl)Cl)Nc1ccc(F)cc1
  -8.7, 25.8, 4.0, 20.6, 23.8, 1.3, 1.7, -1.2, -1.4
- c1ccc(-c2ccc3[nH]ccc3c2)cc1
  -26.3, 38.8, -10.0, 14.9, 9.9, 6.3, 7.9, -14.0, -1.5
- N#C/C(=C\c1ccccc1)C(=O)NNS(=O)(=O)c1cccc([N+](=O)[O-])c1
  7.2, 14.3, 13.3, -0.4, 2.9, -0.6, -0.7, 5.8, -7.1
- CCOc1cccc(CN2CCC(N3CCC(C(=O)NCC4CCCO4)CC3)CC2)c1 (configuration not stated)
  5.0, -23.7, -7.4, -19.4, 2.8, -0.6, 0.3, 2.5, -1.4
- COc1cc(Cl)c(C)cc1NC(=O)COC(=O)C1=COCCO1
  -4.5, 0.0, 7.9, 0.4, 16.8, -0.1, -2.9, -9.9, -4.8
- CCCOc1ccc(-c2cc(C(F)(F)F)c(C#N)c(SCC(=O)O)n2)cc1
  5.8, -5.0, -2.5, 7.8, -2.4, -0.6, -1.1, 13.9, -3.3
- CC(C)OCCCNC(=O)Cc1ccc(F)cc1
  -3.9, 1.8, -19.3, -9.7, 5.7, 2.9, -1.7, 2.7, -1.8
- CC(=O)c1c(O)cc(=O)n(-c2ccccc2)c1-c1ccc(C)cc1
  16.5, -0.7, -16.9, 8.5, 2.0, -1.2, -0.5, -6.5, -2.4
- COc1ccc(COC(=O)c2nc3nc(C)cc(C)n3n2)cc1F
  20.7, -0.8, -13.1, -13.1, 13.9, 1.9, -0.7, 8.4, 0.2
- O=C(NC(=S)Nc1cccnc1)c1cccs1
  7.5, 11.6, 12.1, 12.1, 9.1, 0.1, -2.6, 17.9, -5.7
- O=C(Cn1nc(Cc2ccncc2)c2ccccc2c1=O)Nc1cccnc1Cl
  -12.0, -1.5, -3.7, 4.4, -3.9, -0.1, 0.0, -1.3, -3.4
- CCOC(=O)Nc1ccc(OC)cc1S(=O)(=O)N1CCCCC1
  6.9, 2.9, 0.8, 6.8, 26.2, -1.9, -0.7, -3.3, 3.2
- CCC(=O)N1CCN=C1SCc1cccc(C(F)(F)F)c1
  0.3, 14.3, -18.6, 9.2, 13.3, 0.7, 0.9, -5.4, -3.9
- O=C1CCC(=O)N1c1ccc(S(=O)(=O)Nc2cccc(Br)c2)cc1
  -6.5, 16.3, -8.6, 8.1, 3.2, -0.4, -0.8, -3.5, 4.2
- Cc1cccc(N=C2N=C(N)c3ccccc32)c1
  47.8, 19.6, 5.1, -2.0, 33.2, -2.4, 0.5, 0.7, -4.4
- COc1ccc(OC)c(NC(=O)COC(=O)CN2C(=O)NC3(CCCC3)C2=O)c1
  -11.6, 10.8, -10.5, -0.6, 2.7, -0.8, 0.0, -6.2, 1.9
- COc1cc(NC(=O)CSc2nc(=O)n(CCN3CCOCC3)c3c2CCCC3)cc(OC)c1
  26.9, -7.6, -45.5, 10.0, -14.8, -0.6, -0.6, 5.4, -2.5
- COc1ccc(-c2c(NC(=O)C(C)C)n(C)c3ccccc3c2=O)cc1
  12.8, 9.8, 2.1, 4.9, 2.1, 0.3, -2.0, 2.2, 3.0
- O=C(CN1CCOCC1)Nc1ccccc1F
  -0.2, 10.6, 7.1, 1.4, 5.7, 1.7, -3.0, -2.5, -1.1
- CCOC(=O)N1CCC(NC(=O)c2ccc3c(c2)N(CC)CCS3)CC1
  18.8, 3.3, 16.1, -9.7, 5.8, 1.7, -4.0, -7.0, 8.9
- O=C(Nc1ccc(Cl)cn1)c1ccccc1[N+](=O)[O-]
  17.1, -10.4, -2.5, 17.8, -2.1, 1.0, -0.9, 1.7, -1.9
- O=C(CCCOc1ccccc1)Nc1cccc(S(=O)(=O)N2CCOCC2)c1
  18.0, 4.1, 4.8, -11.7, 9.2, -0.8, -0.5, 4.2, -2.1
- Cc1cc(C(=O)OCC(=O)NC2CCCC(C)C2C)c(C)o1 (configuration not stated)
  -12.2, 20.6, -5.4, 9.6, 2.9, -0.3, 0.4, -14.5, -2.7
- O=C(NCCc1ccccc1)c1nc2nc(-c3cccs3)cc(C(F)(F)F)n2n1
  8.9, -2.7, 7.3, 19.5, 19.1, 3.4, 0.8, -3.1, -3.7
- CSc1ccccc1NC(=O)CN(C)CC(=O)c1c(C)[nH]c2ccccc12
  9.0, 31.5, 1.0, 11.6, 8.2, -1.0, 2.7, -1.5, -2.3
- Cc1ccc(NC(=S)N2CCN(S(=O)(=O)c3ccccc3)CC2)cc1
  11.3, 20.5, -12.2, 7.8, 26.0, 1.4, -1.5, -3.3, -6.0
- CC(OC(=O)/C=C/c1cccs1)C(=O)Nc1ccc(S(N)(=O)=O)cc1 (configuration not stated)
  10.0, 18.0, 0.5, 4.1, 13.1, -0.9, 1.4, 3.3, -4.8

# This is a subset; the hit share may differ from the screen's.
